HePTP inh = inhibitors of human HePTP phosphatase, primary screen, biochemical, absorbance, leukemia target | Tyrosine-protein phosphatase non-receptor type 7 (Homo sapiens), P35236 | recombinant HePTP phosphatase activity, OD absorbance | inhibition, % at 20 µM | hit rate 0.64% among 110,000 | AID 521, 2006; in the data active means inhibition above about 50%;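 further: plate controls were vehicle for no effect and reference inhibitor for full effect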
Target sequence (P35236 whole entry, looked up): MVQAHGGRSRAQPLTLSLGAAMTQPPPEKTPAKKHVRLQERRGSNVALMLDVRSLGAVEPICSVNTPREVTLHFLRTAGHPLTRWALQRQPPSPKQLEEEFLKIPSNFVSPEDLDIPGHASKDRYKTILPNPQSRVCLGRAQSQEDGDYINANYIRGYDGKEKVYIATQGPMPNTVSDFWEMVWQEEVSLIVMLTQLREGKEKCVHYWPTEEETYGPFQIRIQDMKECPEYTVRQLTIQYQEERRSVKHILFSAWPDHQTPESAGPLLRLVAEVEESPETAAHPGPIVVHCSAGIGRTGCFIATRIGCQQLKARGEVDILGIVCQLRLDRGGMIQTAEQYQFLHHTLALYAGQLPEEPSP
BAP1 inh = inhibitors of BAP1 deubiquitinase, primary screen, biochemical, Ub-AMC fluorescence, kinetic. activity remaining (% of control), % at 20 µM. hit rate 0.48% among 72,000. AID 436, 2006. recombinant BAP1, Ub-AMC hydrolysis fluorescence kinetic; stronger effect = lower value;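 active means activity remaining at or below 50% of control, provided the compound also passes the data quality filters; inactive means the rest, including low values that fail the filters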;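 further: 100% = DMSO wells rate and 0% = substrate alone blank rate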
Target sequence (Q92560 whole entry, looked up): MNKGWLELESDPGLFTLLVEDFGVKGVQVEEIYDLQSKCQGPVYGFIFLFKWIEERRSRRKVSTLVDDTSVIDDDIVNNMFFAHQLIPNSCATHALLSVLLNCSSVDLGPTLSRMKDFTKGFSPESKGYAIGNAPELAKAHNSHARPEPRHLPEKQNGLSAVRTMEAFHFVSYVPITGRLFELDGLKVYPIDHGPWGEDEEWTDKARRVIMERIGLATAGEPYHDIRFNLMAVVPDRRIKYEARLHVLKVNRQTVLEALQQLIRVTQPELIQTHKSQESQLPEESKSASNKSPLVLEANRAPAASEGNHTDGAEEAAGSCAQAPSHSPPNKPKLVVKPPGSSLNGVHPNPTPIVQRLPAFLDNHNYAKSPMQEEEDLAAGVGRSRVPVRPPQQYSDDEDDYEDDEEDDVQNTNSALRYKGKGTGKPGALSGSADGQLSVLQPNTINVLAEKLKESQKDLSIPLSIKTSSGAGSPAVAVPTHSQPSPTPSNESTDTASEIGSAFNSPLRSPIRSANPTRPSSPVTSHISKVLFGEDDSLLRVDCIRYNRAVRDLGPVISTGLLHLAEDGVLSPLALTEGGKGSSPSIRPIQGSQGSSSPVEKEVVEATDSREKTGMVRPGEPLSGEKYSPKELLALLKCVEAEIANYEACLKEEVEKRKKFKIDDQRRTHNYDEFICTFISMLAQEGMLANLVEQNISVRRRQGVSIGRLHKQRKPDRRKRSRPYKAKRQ
Numbers without * were called inactive; i = inactive; . = not tested or not shown; & = joins results of further samples. The order is random; any-hit rate near 0.83%.

SMILES	HePTP inh	BAP1 inh
O=C(Cc1coc2ccc3ccccc3c12)N1CCCC1	5	119
COc1cc(NC(=O)COc2ccc(Cl)cc2Cl)ccc1NC(=O)c1ccco1	-15	.
COc1ccc(-n2nnnc2SCC(=O)NCCc2ccc(OC)c(OC)c2)cc1	11	106
Cc1ccc(S(=O)(=O)N(C)CC(=O)Nc2nc3ccccc3s2)cc1	5	113
Cc1ccccc1NC(=O)CSc1nc(N)c(C#N)c(-c2cccs2)c1C#N	-5	225
CCn1c2ccccc2c2cc(CNc3cc([N+](=O)[O-])ccc3OC)ccc21	6	.
Cc1ccc(C(=O)C2CCN(CC(=O)Nc3ccc(N(C)C)cc3)CC2)cc1	7	78
CSc1nc2sc3c(c2c(=O)n1Cc1ccccc1)CCN(C)C3	8	.
Cc1ccc(OCCOCCOc2ccc(Br)cc2/C=c2\sc3nc4ccccc4n3c2=O)cc1	-13	.
CCc1cc2c(N3CCN(Cc4ccccc4)CC3)ncnc2s1	-2	123
CCOC(=O)N1CCC(NC(=O)Cc2ccc(-n3c(=O)[nH]c4ccccc4c3=O)cc2)CC1	4	85
CC(C)n1c(SCC(=O)N2CCCc3ccccc32)nc2c1c(=O)n(C)c(=O)n2C	3	100
COC(=O)c1cccc(NC(=O)CN(c2ccc3c(c2)OCO3)S(C)(=O)=O)c1C	-7	130
Cn1c(=O)oc2cc(S(=O)(=O)N3CCN(Cc4ccc5c(c4)OCO5)CC3)ccc21	4	122
COC(=O)C1=C(C)OC(N)=C(C#N)C1c1ccccc1F (stereo not drawn)	-4	94
COC(=O)CCC(=O)Nc1sc2c(c1C#N)CCCC2	-9	83
CCN(CC)S(=O)(=O)c1cc(C(=O)Nc2cccc(O)c2)ccc1C	.	119
CC(C)(C)C1CCc2onc(C(=O)Nc3cccnc3)c2C1 (stereo not drawn)	5	111
N#Cc1nc(-c2ccco2)oc1N1CCN(c2ccccc2)CC1	4	72
Cn1c(=O)c2c(-c3ccccc3)n(CCCN3CCOCC3)cc2n(C)c1=O	10	91
CCOC(=O)c1cccc(Nc2ncnc3ccc(C)cc23)c1	-1	.
O=C1Cn2c(nc3ccccc32)N1c1ccccc1F	3	77
COc1ccccc1OCCn1cc(C(=O)c2ccco2)c2ccccc21	2	.
CSC1=NCCN1C(=O)c1cccc(Br)c1	5	98
COc1ccc(-c2nc(SC)n(C)c(=O)c2C#N)cc1OC	4	.

Other entries.
SMILES	HePTP inh	BAP1 inh
Cc1ccc(C(=O)CS(C)(=O)=O)cc1	7	73
CCCCN(C)Cc1c(O)ccc2c3c(c(=O)oc12)CCC3	.	i
O=C1c2ccc(-c3nc4ccccc4o3)cc2C(=O)N1CC1CCCO1 (stereo not drawn)	6	.
CN1C(=O)C(=Cc2ccc(N3CCOCC3)cc2)C(=O)N(C)C1=O	-14	.
O=C(COc1ccc(Cl)cc1)Nc1ccc2oc(-c3ccccc3F)nc2c1	57*	.
Cc1ccc(-c2cc3nc(C)cc(NCc4ccco4)n3n2)cc1	-1	75
CC1CCN(CC(=O)Nc2sc3c(c2C#N)CCC3)CC1	2	79
Cc1cc(C)n(-c2ccc(C(=O)Nc3ccccc3N3CCOCC3)cc2)n1	-3	107
FC(F)(F)c1ccc(-c2nnc3ccc4ccccc4n23)cc1	2	.
CCn1c(=O)c(=O)n(CC)c2cc(S(=O)(=O)Nc3cccc(OC)c3)ccc21	-6	100
Cc1ccc(C(=O)CCNc2ccc(Br)cc2)o1	11&-4	82
Cc1cc(C)c(S(=O)(=O)Nc2cccc3nsnc23)c(C)c1	10	89
O=C(Nc1nncs1)c1ccc2c(c1)OCO2	-5	.
Cc1ccc2oc(-c3cccc(NC(=O)c4ccc(Br)cc4)c3C)nc2c1	.	100
COc1cc(N=c2ssnc2Cl)cc(OC)c1OC	12	95
COCCNCC(=O)NC12CC3CC(CC(C3)C1)C2	-2	109
O=C(NCc1cccnc1)C(=O)N1CCCCC1	9	.
CC(C)CN1C(=O)c2ccc(C(=O)NC3CCCCC3)cc2C1=O	-5	.
O=C(CNCC1CCCO1)Nc1ccccc1-n1cccc1 (stereo not drawn)	2	104
CC1CCN(c2nc(-c3ccncc3)nc3ccccc23)CC1	1	90&122
CC(C)(C)c1cc(-c2ccco2)c(C#N)c(SCC#N)n1	6	77
CCCC1(C(=O)O)NC(c2cccc(OC)c2O)C2C(=O)N(c3ccccc3)C(=O)C21 (stereo not drawn)	5	107
Cc1cc(=O)c2ccccc2[nH]1	0	101
CCc1ccc2c(c1)[C@]1(C(=O)N2)[C@@H]2C(=O)N(Cc3ccccc3)C(=O)[C@@H]2[C@@H]2CCCN21	1	85
COC(=O)/C=C1\Nc2cc([N+](=O)[O-])ccc2NC1=O	3	.

Arranged by value in BAP1 inh (highest first): some entries from above.
Molecule	HePTP inh	BAP1 inh
COCCNCC(=O)NC12CC3CC(CC(C3)C1)C2	-2	109
Cc1cc(C)n(-c2ccc(C(=O)Nc3ccccc3N3CCOCC3)cc2)n1	-3	107
CCc1ccc2c(c1)[C@]1(C(=O)N2)[C@@H]2C(=O)N(Cc3ccccc3)C(=O)[C@@H]2[C@@H]2CCCN21	1	85
Cc1ccc(C(=O)CCNc2ccc(Br)cc2)o1	11&-4	82

HePTP inh: hit marks shown above
SMILES	HePTP inh	BAP1 inh
O=C(COc1ccc(Cl)cc1)Nc1ccc2oc(-c3ccccc3F)nc2c1	57*	.

Entries of single compounds as entered above.
Entry for `CC(C)CN1C(=O)c2ccc(C(=O)NC3CCCCC3)cc2C1=O` : HePTP inh = -5; BAP1 inh = .
Entry for `CC1CCN(c2nc(-c3ccncc3)nc3ccccc23)CC1` : HePTP inh = 1; BAP1 inh = 90&122

Other entries:
SMILES	HePTP inh	BAP1 inh
O=C(Nc1ccc2oc(-c3ccc(F)cc3)nc2c1)c1cccc([N+](=O)[O-])c1	.	57
O=C(Cc1c(O)c2ccccc2[nH]c1=O)NCc1ccncc1	11	.
CCc1ccc(N2CC(C(=O)Nc3cccc(C(F)(F)F)c3)CC2=O)cc1 (stereo not drawn)	-9	.
O=C1OCCC1Sc1nc2ccccc2s1 (stereo not drawn)	1	111
Nc1cc(Br)c(N)c(Br)c1	-2	96
CC(C)CC(=O)N1CCN(S(C)(=O)=O)CC1	6	96
CCN(C(=O)CN1CCN(c2ccc(OC)cc2)CC1)c1c(N)n(Cc2ccccc2)c(=O)[nH]c1=O	6	122
COc1ccc(-n2c(Cc3cccn3C)nnc2SCC(=O)NC2CCCCC2)cc1	10	96
O=C1CC(n2ccnc2)C(=O)N1c1ccccc1 (stereo not drawn)	1	.
COc1ccc(C2CC(=O)C3=C(C2)Nc2ccccc2NC3c2cccc(Oc3ccccc3)c2)cc1OC (stereo not drawn)	-2	.
O=C(Nc1ccc(S(=O)(=O)Nc2ncccn2)cc1)c1cccc([N+](=O)[O-])c1	.	102
CC1(C)CC(=O)C2=C(C1)NC(=O)CC2c1ccc(N(CCC#N)CCC#N)cc1 (stereo not drawn)	11	85
CCCc1cc(=O)oc2cc(C)c(CN3CCCC3)c(O)c12	-3	35*
Cc1cc(C)c(S(=O)(=O)Nc2ccc3oc4c(c3c2)C(=O)CC(C)(C)C4)c(C)c1	0	.
Cc1[nH]c2ccc(C(=O)O)cc2c(=O)c1CC=C(Cl)Cl	-1	.
CCOc1ccc(C(=O)Nc2cccc(-c3nc4cc(C)ccc4o3)c2)cc1Br	.	54
CC(NS(=O)(=O)c1ccccc1)C(=O)Nc1ccc(S(N)(=O)=O)cc1 (stereo not drawn)	1	83
O=c1[nH]c(C(F)(F)F)nc2c1nnn2Cc1ccccc1F	5	95
CCOc1cc(-c2cc(N)n[nH]2)cc(OCC)c1OCC	0	95
Cc1ccc(-c2noc(CN(C(=O)CCCCCN3C(=O)c4ccccc4C3=O)C(C)C)n2)cc1	10	93
O=C(Nc1nc(-c2cccc3ccccc23)cs1)c1ccc(Cl)cc1	6	.
CC(C)=CCC(C)(C)C1OCCN1C(=O)Nc1ccccc1 (stereo not drawn)	-10	150
Cc1ccc(NC(=O)C2C3C=CC(O3)C2C(=O)O)c(Br)c1 (stereo not drawn)	.	82
Brc1ccc2[nH]c3nc(SCCN4CCOCC4)nnc3c2c1	3	79
O=C(Nc1nc(-c2ccc(Br)cc2)cs1)c1cc2ccccc2o1	1	.

Additional records
SMILES	HePTP inh	BAP1 inh
COC(=O)c1cccc(NC(=O)CSc2nnc(C)n2Cc2ccccc2)c1	9	83
Cc1ccc(Cc2cnc(CN(C)C)c(O)c2)cc1	-7	.
COc1cc(/C=N/N=C2/SC(CC(=O)O)C(=O)N2c2ccc(O)cc2)ccc1O (stereo not drawn)	0	.
CC(=O)Nc1nc2ccc(Br)cc2s1	5	86
CC(=O)Oc1ccc(N2C(=O)CC(N3CCOCC3)C2=O)cc1 (stereo not drawn)	3	104
O=C(COc1ccc2c3c(c(=O)oc2c1)CCCC3)c1ccc(F)cc1	-12	.
Cn1cccc1-c1nc2ccccc2n1Cc1ccccc1	7	84
O=C(NCCc1ccccc1)c1cc(-c2ccco2)on1	8	100
O=C(O)c1cc(NC(=O)c2cccc(Oc3ccc([N+](=O)[O-])cc3)c2)cc(C(=O)O)c1	9	.
COc1cc(/C=C2\C(=O)N(c3ccc(S(N)(=O)=O)cc3)N=C2C)cc(I)c1O	6	.
COC(=O)c1cc(NC(=O)/C=C/c2ccc(OC)cc2)cc(C(=O)OC)c1	-14	.
CCOCCCNC(=O)c1cn(C)c2ccc(S(=O)(=O)N(C)C3CCCCC3)cc2c1=O	9	89
COC(=O)C1=C(C)NC(=O)NC1c1ccccc1F (stereo not drawn)	0	.
Cc1ccc(C)c(-c2nc3cc(N)ccc3o2)c1	-6	95
Clc1ccccc1-n1ncnc1-c1cccc(Br)c1	-12	.
O=C(/C=C/c1ccc(F)cc1)N1CCC(CN2C(=O)c3cccc4cccc(c34)C2=O)CC1	-3	.
O=C(CSc1ccc2nnc(-c3ccccn3)n2n1)NCc1ccco1	10	96
CCC(c1nnnn1Cc1ccco1)N(CCc1ccccc1)Cc1cc2cc(C)ccc2[nH]c1=O (stereo not drawn)	-8	.
CC(C)(C)c1ccccc1NC(=O)c1cccnc1	11	74
C=CCc1ccccc1OCC(O)CNC(C)C (stereo not drawn)	1	73&93
COc1ccccc1NC(=O)c1cc(C(=O)Nc2ccccc2OC)cc([N+](=O)[O-])c1	.	82
Cc1cc(NC(=O)Nc2cc(C)nn2-c2ccccc2)n(-c2ccccc2)n1	1	92
Cc1c(C(=O)Nc2ccc(N(C)C)cc2)cccc1[N+](=O)[O-]	0	.
O=C(c1noc2c1CCCC2)N1CCOCC1	15	87
O=C(CC1CCS(=O)(=O)C1)Nc1ccc[nH]c1=O (stereo not drawn)	-9	98

Other compounds follow.
SMILES	HePTP inh	BAP1 inh
OC1(C2(O)CC(c3ccccc3)ON2)CCCCC1 (stereo not drawn)	6	164
CC1=C(C)CC2C(=O)N(c3ccc(Br)cc3)C(=O)C2C1 (stereo not drawn)	5	.
CC(=O)C(C)Oc1cc(C)cc2oc(=O)c(C)c(C)c12 (stereo not drawn)	3	74
O=C(NCc1cccs1)C1CCN(S(=O)(=O)c2cccs2)CC1	7	104
O=S1(=O)C[C@H](OS(=O)(=O)c2ccc(Cl)cc2)[C@@H](OS(=O)(=O)c2ccc(Cl)cc2)C1	2	.
N#Cc1ccsc1NC(=O)CSc1ncn[nH]1	-7	107
CC(C)C(=O)Nc1ccc2oc3ccccc3c2c1	9	.
COc1ccccc1N1CCN(C(=O)C(F)F)CC1	9	134
Cc1ccc(S(=O)(=O)Nc2ccc3c(c2)nc(C)n3Cc2ccccc2)cc1	9	.
Cc1ccccc1NC(=O)c1c(NC(=O)c2cccs2)sc2c1CCCCC2	1	.
COc1ccc(/C=C/C(=O)c2c(C)nc3ccc(Br)cc3c2-c2ccccc2)cc1OC	-8	.
C#CC(C)(CC)NC(=O)Cn1nnc(-c2ccc(S(C)(=O)=O)cc2)n1 (stereo not drawn)	1	95
COc1ccc(CN2CCN(C(=O)c3cccc(Cl)c3)CC2)c(OC)c1OC	5	.
Cc1cc(C)nc(NC(=O)/C=C/c2ccc(Cl)cc2Cl)c1	5	.
CNc1ccccc1-c1nc2ccccc2n(C)c1=O	3	112
Cc1noc(C)c1COC(=O)c1ccccc1Sc1ccccc1C#N	13	65
NC(=O)c1c(NC(NC(=O)c2ccco2)(C(F)(F)F)C(F)(F)F)sc2c1CCCC2	8	78
Cc1c(NS(=O)(=O)c2cccc3c2C(=O)c2ccccc2C3=O)c(=O)n(-c2ccccc2)n1C	7	.
NC(=O)CN1CCN(C(=O)Nc2ccccc2)CC1	-2	99
CC(C)CC(=O)Nc1ccccc1-c1nnn(CC(=O)N2CCOCC2)n1	-3	98
c1ccc2oc(-c3ccc(NCc4ccc5c(c4)OCO5)cc3)nc2c1	-3	.
Cc1ccccc1-n1c(=O)cc(N2CCc3ccccc3C2)[nH]c1=O	1	104
CS(=O)(=O)N1CCN(c2nc(-c3ccc(F)cc3)cs2)CC1	5	98
CC(C)Oc1cccc(C(=O)O)c1	8	124
CCCCOc1ccc(C2C(C#N)=C(N)OC3=C2C(=O)CC(C)(C)C3)cc1 (stereo not drawn)	-13	.
C=CCN=C1/C(=C(/O)CCC)C(=O)CC(C)(C)C1C(=O)OC (stereo not drawn)	5	.
Cc1ccccc1N=C1Nc2ccccc2CS1	8	107
O=C(c1cc(N2CCOCC2)c(F)cc1[N+](=O)[O-])N1CCOCC1	5	.

3 structures out of the list, ordered by SMILES length, high to low:
SMILES	HePTP inh	BAP1 inh
O=S1(=O)C[C@H](OS(=O)(=O)c2ccc(Cl)cc2)[C@@H](OS(=O)(=O)c2ccc(Cl)cc2)C1	2	.
COc1ccc(CN2CCN(C(=O)c3cccc(Cl)c3)CC2)c(OC)c1OC	5	.
NC(=O)CN1CCN(C(=O)Nc2ccccc2)CC1	-2	99
